Compound activity from PubChem BioAssay.
Nrf2 inh – blocks Nrf2 signaling. A549 ARE-Fluc reporter, luciferase luminescence, 18-24 h. 360,000 tested, 2.1% active. Potency, µM (titrated, usually from 46 µM), inactives show at the highest dose activity change, negative = inhibition, most hits filed as inhibitors; further: on the % scale 0 is the no-effect control and ±100 the full control effect; nearly all actives have a fitted effect of over 60% in size
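A549 ARE_Fluc cells, 5000/well, 5% FBS OPTI-MEM; compounds in dose-response, 18-24 h at 37 °C/5% CO2; CellTiter-Fluor viability read (Ex 405/Em 525), then BugLite luciferase luminescence = Nrf2 activity.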
S2 tox – reduces viability in counter-screen for ATXN expression inhibitors; 400,000 tested, 0.49% active; Potency, µM (highest dose often 56.7 µM), actives largely listed as cytotoxic; S2 cells (HEK-293 line with an ATXN2-luciferase reporter) viability, CellTiter-Fluor protease fluorescence, 24 h; further: nearly all actives have a fitted effect of over 40% in size
HepG2 tox – HepG2 cytotoxicity, counter-screen for TGF-b inhibitors; HepG2 CAGA-GFP viability, ATP luminescence, 18 h; Potency, µM (top dose mostly 46.1 µM), for inactives: top-dose activity change, negative = cytotoxicity, usual class: cytotoxic; 410,000 tested, 0.76% active; AID 588856; further: some results filed as inactive show a strong effect at the top dose
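HepG2 CAGA-GFP cells (1000/well, DMEM with 1% FBS) received compound, then TGF-beta at 500 pg/mL final, and were incubated 18 hours at 37 degrees C. Viability was read by CellTiter-Glo luminescence. Media-only wells were set as complete cell-killing and DMSO as no toxicity.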
TGFb inhibitor – TGF-b pathway inhibition; Potency, µM (series often up to 46.1 µM), for the others: at the top dose activity, negative = inhibition, most hits filed as inhibitors; HepG2 CAGA-GFP TGF-b/SMAD3 reporter, GFP fluorescence, 18 h; TGF-beta stimulated, 500 pg/mL final; 410,000 tested, 1.2% active; AID 588855; further: on the % scale 0 is the no-effect control and ±100 the full control effect; nearly all actives have a fitted effect of over 65% in size
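Per well, imaged GFP fluorescence of HEPG2 CAGA-GFP cells gives the signal; cells get compound, then TGF-beta (500 pg/mL final), 18 h at 37 degrees C; %Activity versus -TGF-beta and +DMSO controls.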
EPAC2 antagonist – EPAC2 (human) antagonism; Q8WZA2; EPAC2 GEF exchange of Rap1B-BODIPY-GDP, fluorescence; Potency, µM (titrated, usually from 114 µM), without a hit: at the top dose activity, negative = inhibition, most hits filed as inhibitors; 360,000 tested, 0.18% active; further: on the % scale 0 is the no-effect control and ±100 the full control effect; nearly all actives have a fitted effect of over 45% in size; many of its hits are not listed in these tables
Target sequence (Q8WZA2 whole entry, looked up): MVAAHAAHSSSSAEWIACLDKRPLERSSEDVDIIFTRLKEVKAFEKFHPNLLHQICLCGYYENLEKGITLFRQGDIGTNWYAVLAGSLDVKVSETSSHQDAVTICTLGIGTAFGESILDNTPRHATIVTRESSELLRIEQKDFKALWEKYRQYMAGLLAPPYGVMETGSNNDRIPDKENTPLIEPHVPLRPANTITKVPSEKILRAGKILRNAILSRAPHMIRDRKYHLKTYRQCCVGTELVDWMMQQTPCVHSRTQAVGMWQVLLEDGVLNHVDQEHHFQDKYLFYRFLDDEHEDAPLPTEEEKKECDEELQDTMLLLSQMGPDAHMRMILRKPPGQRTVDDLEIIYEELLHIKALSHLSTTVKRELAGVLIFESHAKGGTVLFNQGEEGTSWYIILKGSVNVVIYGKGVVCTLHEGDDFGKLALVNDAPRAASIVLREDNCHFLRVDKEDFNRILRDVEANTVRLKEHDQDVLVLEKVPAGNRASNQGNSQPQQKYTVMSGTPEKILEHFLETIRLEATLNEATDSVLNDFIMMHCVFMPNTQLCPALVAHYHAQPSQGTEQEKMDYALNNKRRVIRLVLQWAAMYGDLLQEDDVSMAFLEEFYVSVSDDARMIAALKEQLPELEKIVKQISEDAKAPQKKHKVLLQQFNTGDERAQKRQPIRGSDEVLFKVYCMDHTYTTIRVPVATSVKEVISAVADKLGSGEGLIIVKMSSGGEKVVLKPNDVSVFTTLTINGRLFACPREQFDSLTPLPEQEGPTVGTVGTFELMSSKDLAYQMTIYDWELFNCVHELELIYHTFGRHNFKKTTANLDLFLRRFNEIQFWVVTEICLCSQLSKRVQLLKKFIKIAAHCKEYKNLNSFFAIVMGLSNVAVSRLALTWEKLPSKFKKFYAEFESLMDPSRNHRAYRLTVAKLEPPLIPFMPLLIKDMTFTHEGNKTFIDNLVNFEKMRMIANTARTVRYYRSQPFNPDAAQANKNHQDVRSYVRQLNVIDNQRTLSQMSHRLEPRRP
MCF10A rereplic – induces DNA re-replication in MCF 10a normal breast cells. Potency, µM (highest dose often 46.1 µM), for inactives: top-dose activity, positive = re-replication, hits mostly activators. AID 624296. MCF 10A DNA re-replication, Hoechst nuclear intensity, 48 h. 350,000 tested, 2.9% active; further: % of control where 0% means no effect; nearly all actives have a fitted effect of over 50% in size
Nrf2 activator – activators of Nrf2 (ARE) signaling. Potency, µM (doses to about 46.1 µM), for the others: at the top dose activation, hits mostly activators. AREc32 ARE-luciferase reporter (MCF7-derived line), luminescence, 24 h. 410,000 tested, 0.31% active; further: % of control where 0% means no effect; nearly all actives have a fitted effect of over 65% in size
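Quantitative high-throughput format: AREc32 reporter cells, 1000 per well, received compound by pin transfer and were incubated 24 hr at 37 deg C, 5% CO2, before Steady-Glo luminescence detection.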
ATXN2 expr inh – reduces ATXN2 reporter expression in HEK-293 cells | HEK-293 ATXN2-luciferase reporter, luminescence, 24 h | Potency, µM (highest dose often 57 µM), inactives show at the top dose activity change, negative = inhibition, usual class: inhibitors | 360,000 tested, 0.72% active | AID 1745845; further: on the % scale 0 is the no-effect control and ±100 the full control effect; nearly all actives have a fitted effect of over 55% in size
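qHTS (up to 57 uM final) was run with 24 h compound exposure of reporter cells at 37 °C. Each well was multiplexed: SteadyGlo luminescence measured ATXN2-luciferase expression after a fluorogenic Gly-Phe-AFC viability readout (25 uM final).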
A549 viability – A549 cytotoxicity, counter-screen for Nrf2 inhibitors. A549 ARE-Fluc cells, CellTiter-Fluor viability, 18-24 h. 390,000 tested, 0.16% active. AID 504648. Potency, µM (doses to about 46 µM), for inactives: top-dose activity change, negative = cytotoxicity, usual class: inhibitors; further: on the % scale 0 is the no-effect control and ±100 the full control effect
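Cytotoxicity counterscreen: CellTiter-Fluor fluorescence was measured in A549 ARE_Fluc cells after 18-24 h of compound exposure in a concentration series. The subsequent BugLite luminescent read reports ARE-luciferase activity.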
An asterisk follows results filed as active; i = inactive; u = inconclusive; x = no result given; [ ] = dose if it differs, or a comment. The call rests on the fitted dose curve; in most records, active means well fitted curve in the direction sought with a large enough effect; inconclusive means small, poorly fitted or top-dose-only effect, or another doubt; inactive means no such curve, though single readings can be large; an effect the other way counts as inactive or inconclusive. Potency means the concentration at half of the fitted maximal effect. An excerpt, so the mix of outcomes need not match the whole.

Structure	ATXN2 expr inh	Nrf2 inh	MCF10A rereplic	Nrf2 activator	TGFb inhibitor	S2 tox	HepG2 tox	EPAC2 antagonist	A549 viability
CC(=O)Nc1ccc(S(=O)(=O)Nc2c(C)nn(-c3ccccc3)c2C)cc1	-18%	-1%	-6%	0.3%	2%	u	11%	1%	0%
Cc1c(C(=O)Nn2cnnc2)oc2ccccc12	-4%	x	0%	2.7%	4%	i	-4%	4%	2%
O=[N+]([O-])c1ccc(S(=O)(=O)NCCc2ccncc2)cc1	1%	-13%	24%	0.3%	1%	i	5%	-2%	1%
Cc1ccc(-c2nn(CC(=O)NN3CCOCC3)c(=O)c3ccccc23)cc1	x	0%	-1%	-0.4%	-2%	i	-2%	1%	0%
CC(=O)Cc1nsc(Nc2ccccc2)n1	11%	26%	0%	0.4%	-7%	i	-12%	-3%	-13%
COc1ccc(NC(=O)CNC(=O)c2ccc([N+](=O)[O-])cc2)cc1	u	0%	0%	-0.3%	-2%	i	10%	4%	-4%
COc1ccc(CCNC(=O)COc2ccc(N(C)S(=O)(=O)c3ccc(C)cc3)cc2)cc1	x	-8%	1%	2.1%	u	i	-29%	-7%	-2%
CCOC(=O)C1=C(COC(=O)c2ccc(Br)c(S(=O)(=O)N3CCOCC3)c2)NC(=O)NC1C (centres undefined)	5%	u	18%	-0.7%	-12%	i	-14%	-6%	-9%
Cc1cc(C(=O)N/N=C/c2ccc(N(C)C)cc2)c2ccccc2n1	u	21%	7.1µM*	0.0%	-10%	u	-2%	1%	u
COc1ccccc1NC(=O)CSC1=Nc2ccccc2C2=NC(CC(=O)NCc3ccco3)C(=O)N12 (centres undefined)	x	x	x	16%	48%[activator]	x	-23%	x	10%
CCOc1ccccc1-c1nc(C(N)=O)c2[nH]c(=O)n(-c3ccccc3)c2n1	-8%	u	u	7.0%	15%	i	2%	-13%[57.1 µM]	4%
COc1ccc(OCC(O)CNC2CCCC2)cc1 (centres undefined)	-16%	-1%	9%	-0.3%[9.22 µM]	u	i	-21%	6%	5%
CC1CCC(N(C(=O)c2csnn2)C(C(=O)NC(C)(C)C)c2cccnc2)CC1 (centres undefined)	-36%	20%	-3%	-1.0%	-5%	i	1%	3%	-9%
Cc1cc(C(=O)NCc2ccc(F)cc2)n(-c2ccccc2)n1	-16%	-13%	1%	-0.6%	-1%	i	-3%	2%	1%
COc1cccc(OC)c1C(=O)Nc1cccnc1	x	-16%	5%	-0.6%	11%	i	13%	9%	-2%
Cc1c(-c2nc(-c3ccncc3)no2)cccc1[N+](=O)[O-]	-6%	12%	16%	11µM*	18%	i	27%	6%	13%
CCOc1ccc(CN(C)C(=O)CCl)cc1	-31%[11.3 µM]	-13%	u	u	u	x	-85%	-4%	-1%
CCC(C(=O)NCC1CCCO1)n1nc(C)c2sc3ccccc3c2c1=O (centres undefined)	-10%	9%	-1%	-0.6%	6%	i	-4%	-2%	-2%
OC(c1ccc(Cl)c(Cl)c1)c1ncc(-c2ccccc2Cl)[nH]1 (centres undefined)	-7%	x	x	-0.8%	u	i	-47%	10%	x
Cc1cnc(C(=O)N2CCc3c([nH]c4ccccc34)C2c2ccc(F)cc2)cn1 (centres undefined)	x	-28%	4%	3.3%	-26%	u	-17%	-24%	-19%

3 structures from above, ordered by count of non-hydrogen atoms, low to high.
Structure	ATXN2 expr inh	Nrf2 inh	MCF10A rereplic	Nrf2 activator	TGFb inhibitor	S2 tox	HepG2 tox	EPAC2 antagonist	A549 viability
Cc1c(C(=O)Nn2cnnc2)oc2ccccc12	-4%	x	0%	2.7%	4%	i	-4%	4%	2%
O=[N+]([O-])c1ccc(S(=O)(=O)NCCc2ccncc2)cc1	1%	-13%	24%	0.3%	1%	i	5%	-2%	1%
CCOc1ccccc1-c1nc(C(N)=O)c2[nH]c(=O)n(-c3ccccc3)c2n1	-8%	u	u	7.0%	15%	i	2%	-13%[57.1 µM]	4%

Next compounds
Structure	ATXN2 expr inh	Nrf2 inh	MCF10A rereplic	Nrf2 activator	TGFb inhibitor	S2 tox	HepG2 tox	EPAC2 antagonist	A549 viability
COc1ccc(/C=C2\SC(=S)N(CCC(=O)NCCc3ccc(O)cc3)C2=O)cc1	x	u	u	3.1%	1%	u	-15%	8%	-2%
CCS(=O)(=O)N1CCN(c2ccnc3cc(Cl)ccc23)CC1	u	-24%	-1%	0.2%	4%	i	18%	-2%	-7%
O=C(NCCNS(=O)(=O)c1ccccc1)c1cc(OCC(F)(F)F)ccc1OCC(F)(F)F	1%	u	6%	0.1%	-20%	i	-5%	-5%	0%
O=C1CSC(c2cccc(O)c2)N1Cc1ccccc1 (centres undefined)	x	u	28%	-0.8%	-13%	i	-12%	-10%	0%
CN(C(=O)c1ccc(NC(=O)Cc2ccc(NC(=O)C3CCCN(C(=O)C4CCC4)C3)cc2)cc1)C1CC1 (centres undefined)	4%	-10%	27%	0.3%	-22%	i	-2%	-1%	-3%
Cc1cc(C)cc(NC(=O)NCCn2nnc3cc(S(=O)(=O)N(C)C)ccc32)c1	-2%	x	x	-0.1%	-31%	i	-17%	x	4%
COc1cc(-c2nnc(SCc3cc(=O)oc4cc(O)c(O)cc34)o2)cc(OC)c1OC	-2%	8%	u	-1.1%	-25%	i	-22%	6%	-13%
O=C(CC1C(=O)NCCN1Cc1ccc(Cl)c(F)c1)NCCc1cccnc1 (centres undefined)	5%	-3%	-1%	0.2%	-14%	i	5%	2%	1%
COc1ccc(NC(=O)CCN2C(=O)c3ccccc3S2(=O)=O)cc1	4%	17%	u	0.0%	u	i	2%	2%	-2%
O=C(CN1CCN(C2CCS(=O)(=O)C2)CC1)N1N=C(c2ccc(Cl)cc2)CC1c1ccco1 (centres undefined)	-1%	-19%	4%	1.7%	0%	u	-5%	-2%	0%
CC(C)=CCC[C@H](C)C[C@@H]1Cc2[nH][nH]c(=O)c2[C@H](c2ccc(F)cc2)O1	-34%	x	x	12%	x	u	x	0%	x
CC(C)Cc1ccc(/C(=N/O)C(=O)O)s1	-18%	x	2%	1.1%	8%	i	12%	-4%	8%
O=C(Nc1nnc(SCCN2CCOCC2)s1)C1CC(=O)N(c2ccccc2)C1 (centres undefined)	-3%	5%	-5%	-0.5%	-14%	i	-2%	11%	-7%
COCCNC(=O)C(OC(=O)c1ccco1)c1ccccc1OC (centres undefined)	-1%	-22%	0%	0.0%	25%	i	10%	10%	0%
CCc1nnc(NC(=O)c2ccc(S(=O)(=O)N3CCCCCC3)cc2)s1	-12%	-11%	14%	-0.1%	-1%	i	-12%	2%	u
COc1ccc(CNC(=O)CCCn2nc(C)c3c(C)n(-c4ccc(C)cc4)nc3c2=O)cc1	x	13%	2%	-0.4%	u	i	0%	0%	0%
COc1ccc(CNc2nc(NCc3ccc(OC)cc3)n(C(C)=O)n2)cc1	-5%	x	4%	0.1%	-3%	i	8%	0%	-2%
CN(C)c1ccc(N2C(=O)CSC2=S)cc1	-1%	3%	u	2.6%	-6%	i	-33%	-7%	-1%
Cc1ccc2oc(C(=O)N(C)Cc3ccon3)c(C)c2c1	x	u	-3%	5.2%	8%	i	-2%	u	23%
CCCOc1ccc(C2C3=C(Nc4nc(N)[nH]c(=O)c42)c2ccccc2C3=O)cc1 (centres undefined)	x	-3%	3%	-0.8%	-8%	u	-24%	16%	-11%

Structures above printed as active in Nrf2 activator:
SMILES | Nrf2 activator | TGFb inhibitor | EPAC2 antagonist
Cc1c(-c2nc(-c3ccncc3)no2)cccc1[N+](=O)[O-] | 11µM* | 18% | 6%

(continued)
Structure	ATXN2 expr inh	Nrf2 inh	MCF10A rereplic	Nrf2 activator	TGFb inhibitor	S2 tox	HepG2 tox	EPAC2 antagonist	A549 viability
CCn1c(C)c(C)c2cc(C(=O)NCc3ccc(OC(C)C)cc3)ccc21	x	u	x	0.1%	-23%	x	-27%	x	3%
CCN1CCN(C(c2ccc(OC)cc2)c2c(O)cc(C)n(CCOC)c2=O)CC1 (centres undefined)	x	x	x	0.4%	-6%	x	-8%	x	-5%
COCCCNC(=S)N(Cc1ccccc1)Cc1ccccc1	-8%	-23%	17%	-0.1%	1%	i	-2%	-6%	4%
Cc1ccc([N+](=O)[O-])cc1NC(=O)CN(C(=O)c1ccc(Cl)cc1)C1CCCCC1	-10%	u	10%	5.1%	-14%	i	-22%	-3%	u
CCN(CC)C(=O)Oc1ccc(Cl)c2cccnc12	4%	1%	u	-0.2%	-16%	i	-8%	-4%	6%
CCN(CC)c1ccc(/C=N/Nc2nc3ccccc3[nH]2)c(O)c1	u	26µM*	18µM*	14%	16µM*	5µM*	-32%	9%	u
COc1c(Cl)cc(Cl)cc1/C=C(\C#N)c1nc(-c2ccc(Cl)cc2)cs1	11%	6%	x	0.0%	30%	i	-3%	x	-2%
O=C(CSc1ccccc1F)NCC(c1cccs1)N1CCOCC1 (centres undefined)	0%	-13%	-1%	0.0%	1%	i	4%	6%	0%
N#Cc1cnn(Cc2ccccc2)c1/N=C/N1CCOCC1	-1%	-2%	8%	0.1%	0%	i	1%	6%	10%
Cn1nc(-c2ccncc2)nc2c(=O)n(C)c(=O)nc1-2	x	2.3µM*	x	x	1.3µM*	x	-96%	x	2.9µM*

Four of these compounds, set out differently.
Order of results – ATXN2 expr inh	Nrf2 inh	MCF10A rereplic	Nrf2 activator	TGFb inhibitor	S2 tox	HepG2 tox	EPAC2 antagonist	A549 viability
- O=C(NCCNS(=O)(=O)c1ccccc1)c1cc(OCC(F)(F)F)ccc1OCC(F)(F)F
→ 1%	u	6%	0.1%	-20%	i	-5%	-5%	0%
- O=C(CSc1ccccc1F)NCC(c1cccs1)N1CCOCC1 (centres undefined)
→ 0%	-13%	-1%	0.0%	1%	i	4%	6%	0%
- COc1cccc(OC)c1C(=O)Nc1cccnc1
→ x	-16%	5%	-0.6%	11%	i	13%	9%	-2%
- COc1cc(-c2nnc(SCc3cc(=O)oc4cc(O)c(O)cc34)o2)cc(OC)c1OC
→ -2%	8%	u	-1.1%	-25%	i	-22%	6%	-13%
